Tau filament bind – binds recombinant human tau filaments. P10636. Potency, µM (highest dose often 57.1 µM), for the others: top-dose activity change, negative = inhibition. AID 596. 71,000 compounds, 2% hits. recombinant tau filaments, thioflavin S fluorescence, 15 h; filaments grown with octadecylsulfate alongside compound;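 also: potency is read from the fitted curve at half-maximal effect; % is scaled to controls: 0 for no effect and ±100 for the full control effect; actives lower thioflavin S fluorescence by blocking filaments or displacing dye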
Target sequence (P10636 whole entry, looked up): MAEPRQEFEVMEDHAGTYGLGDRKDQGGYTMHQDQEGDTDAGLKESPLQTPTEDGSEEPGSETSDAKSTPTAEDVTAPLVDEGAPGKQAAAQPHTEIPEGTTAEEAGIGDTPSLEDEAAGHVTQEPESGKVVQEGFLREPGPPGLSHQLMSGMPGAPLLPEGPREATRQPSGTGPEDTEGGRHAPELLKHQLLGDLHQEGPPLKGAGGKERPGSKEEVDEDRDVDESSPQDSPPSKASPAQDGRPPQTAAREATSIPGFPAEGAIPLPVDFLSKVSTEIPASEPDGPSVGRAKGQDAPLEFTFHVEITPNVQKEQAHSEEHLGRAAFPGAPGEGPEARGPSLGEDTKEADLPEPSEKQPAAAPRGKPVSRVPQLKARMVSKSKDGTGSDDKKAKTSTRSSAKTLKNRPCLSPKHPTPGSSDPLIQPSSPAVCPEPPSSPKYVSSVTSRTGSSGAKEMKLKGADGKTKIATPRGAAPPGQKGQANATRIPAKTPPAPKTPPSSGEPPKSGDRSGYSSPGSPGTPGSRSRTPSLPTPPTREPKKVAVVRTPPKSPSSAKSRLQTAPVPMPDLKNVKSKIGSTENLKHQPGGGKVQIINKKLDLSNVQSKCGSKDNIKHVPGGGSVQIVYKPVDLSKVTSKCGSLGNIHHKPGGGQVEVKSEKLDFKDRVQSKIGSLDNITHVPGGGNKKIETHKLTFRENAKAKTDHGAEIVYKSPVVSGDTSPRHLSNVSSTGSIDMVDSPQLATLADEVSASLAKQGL
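His-tagged recombinant human tau (exons 2, 3, 10; 1 uM final) fibrillized with 30 uM sodium octadecylsulfate, 15 h at 37 C, in pH 7.4 HEPES buffer with 10 uM thioflavine S and 5 mM DTT. Reduced ThS fluorescence (450/510 nm) marks activity.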
HADH2 inhib – HADH2 (human) dehydrogenase inhibition | Potency, µM (series often up to 57.1 µM), for the others: at the highest dose activity change, negative = inhibition, most hits filed as inhibitors | recombinant HADH2, NADH fluorescence, beta-hydroxybutyryl-CoA | 73,000 compounds, 3.4% hits | Q99714; also: potency is read from the fitted curve at half-maximal effect; % is scaled to controls: 0 for no effect and ±100 for the full control effect; nearly all actives have a fitted effect of over 60% in size; many of its hits are not listed in these tables
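20 nM HADH2 + cpd, 15 min RT; add 1 mM NAD+/90 uM beta-hydroxybutyryl-CoA; kinetic fluorescence 360/450 nm, 4 min. Tris-HCl pH 9.0, 0.01% Tween-20.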
Rhodamine autofl – compound autofluorescence in rhodamine spectral region. Rhodamine-region fluorescence, 547/598 nm, Tris buffer; stronger effect = higher value. max dye-equivalent concentration, M. 59,000 compounds, 0.05% hits. AID 594; in the data active = max dye-equivalent concentration above about 11 nM; inconclusive = between about 1.1 nM and that limit
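Compound fluorescence in 100 mM Tris, pH 8.0, read after 15 min at room temperature with 547 nm excitation and 598 nm emission. Output is dye-equivalent concentration from an on-plate rhodamine standard series.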
ERK AVP block – blocks ERK signaling stimulated by vasopressin. 72,000 compounds, 0.99% hits. Potency, µM (titrated, usually from 57.5 µM), for the others: top-dose activity, negative = inhibition, usual class: inhibitors. AID 995. HEK293-V1b, vasopressin-stimulated pERK AlphaScreen; also: potency is read from the fitted curve at half-maximal effect; % is scaled to controls: 0 for no effect and ±100 for the full control effect; nearly all actives have a fitted effect of over 55% in size
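HEK293 cells stably expressing V1b receptor, preincubated 30 min at 37 °C with compound, then stimulated 5 min with 25 nM vasopressin. Phospho-ERK by AlphaScreen SureFire after 5 h RT; normalized to DMSO and vasopressin; AC50 by Hill fit.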
Casp7 inh – blocks human caspase-7 allosterically or competitively | recombinant caspase-7, Ac-DEVD-AFC fluorescence rate | Potency, µM (doses to about 57.5 µM), inactives show at the top dose activity change, negative = inhibition, hits mostly inhibitors | P55210 | 75,000 compounds, 0.02% hits; active = well fitted inhibition curve with a large enough effect in the main read-out, with a control signal flat, not every such curve was filed as active; inconclusive = small, poorly fitted or top-dose-only effect, or a change in a side signal; also: potency is read from the fitted curve at half-maximal effect; % of control where 0% means no effect
TexasRed autofl – compounds fluorescent in Texas Red spectral region. Compound fluorescence, Texas Red channel, 547/618 nm; stronger effect = higher value. max dye-equivalent concentration, M. 59,000 compounds, 0.06% hits; in the data active = max dye-equivalent concentration above about 10 nM; inconclusive = between about 1.1 nM and that limit
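Dye-equivalent concentrations come from scaling compound signal (ex 547, em 618 nm) to six Texas Red standard concentrations run on every plate, after 15 min room-temperature incubation in pH 8.0 Tris (100 mM).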
FLuc inh – inhibitors of firefly luciferase. P08659. purified firefly luciferase, luminescence, 8 min. Potency, µM (doses to about 57.1 µM), inactives show at the highest dose activity change, negative = inhibition, most hits filed as inhibitors. 72,000 compounds, 2.2% hits. AID 411; also: potency is read from the fitted curve at half-maximal effect; % is scaled to controls: 0 for no effect and ±100 for the full control effect; nearly all actives have a fitted effect of over 40% in size
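Compounds were tested as concentration series (qHTS) against purified P. pyralis luciferase with luciferin and 10 uM ATP in 50 mM imidazole pH 7.2, 50 mM KCl, 7 mM MgCl2, 0.01% Tween 20, 0.05% BSA. Luminescence was read after 8 min at ambient temperature.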
Fluorescein fluor – compound autofluorescence in fluorescein spectral region; Compound autofluorescence, 480/540 nm, fluorescein-equivalent; stronger effect = higher value; max fluorescein-equivalent concentration, M; 59,000 compounds, 0.91% hits; AID 593; in the data active = max fluorescein-equivalent concentration above about 10 nM; inconclusive = between about 1.1 nM and that limit
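Compounds were pin-transferred into 100 mM Tris buffer, pH 8.0, and incubated 15 min at room temperature. Fluorescence was read at 480 nm excitation/540 nm emission. Signals were normalized to an on-plate six-point fluorescein standard curve as dye-equivalent concentration.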
HEK293 cAMP ctrl – parental HEK293 cAMP activation (counter-screen); parental HEK293 CNG cAMP sensor, membrane potential fluorescence; Potency, µM (doses to about 57.1 µM), for inactives: at the top dose activation, hits mostly activators; 73,000 compounds, 2.5% hits; AID 938; also: potency is read from the fitted curve at half-maximal effect; % of control where 0% means no effect; nearly all actives have a fitted effect of over 55% in size
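Parental HEK 293 cells stably expressing a modified CNG channel (no TSHR) report cAMP rise as membrane depolarization. Membrane potential dye with 100 uM RO 20-1724 was loaded for 60 min at room temperature, then compound added for 30 min; fluorescence read at 590 nm.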
USP2a inh – USP2a (human) protease inhibition. USP2a enzymatic assay, qHTS inhibition. Potency, µM (highest dose often 38.3 µM), inactives show top-dose activity change, negative = inhibition, hits mostly inhibitors. 60,000 compounds, 0.1% hits. O75604. AID 927;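 also: potency is read from the fitted curve at half-maximal effect; nearly all actives have a fitted effect of over 60% in size; plate controls were DMSO for no effect and NEM full inhibition control for full effect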
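20 nM USP2 core + cpd, 30 min RT; add 20 nM Ub-PLA2/20 uM NBD C6-HPC; read Ex460/Em535 at 0 h and 2.5 h. Normalized to NEM; qHTS curve fit/classification.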
Caspase-1 inhib – blocks human caspase-1 allosterically or competitively; P29466; Caspase-1 enzyme, Ac-WEHD-AFC fluorogenic rate; Potency, µM (top dose mostly 57.5 µM), without a hit: at the top dose activity change, negative = inhibition, actives largely listed as inhibitors; 75,000 compounds, 0.03% hits; AID 900;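 also: potency is read from the fitted curve at half-maximal effect; plate controls were vehicle for no effect and no substrate for full effect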
Target sequence (P29466 120-297 limits assumed): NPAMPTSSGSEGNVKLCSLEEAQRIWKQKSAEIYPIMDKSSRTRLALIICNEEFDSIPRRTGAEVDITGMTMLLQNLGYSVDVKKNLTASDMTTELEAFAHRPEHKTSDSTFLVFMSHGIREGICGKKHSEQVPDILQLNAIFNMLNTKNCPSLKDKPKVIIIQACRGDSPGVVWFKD
Target sequence (P29466 317-404 limits assumed): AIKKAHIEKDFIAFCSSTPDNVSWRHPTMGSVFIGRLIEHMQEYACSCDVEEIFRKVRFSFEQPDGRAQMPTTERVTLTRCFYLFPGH
An asterisk follows results filed as active; i = inactive; ? = inconclusive; nt = not tested or not shown; & = joins results of further samples; [ ] = remark or other dose. Unless noted, calls follow the shape of the dose curve; as a rule, active = well fitted curve in the direction sought with a large enough effect; inconclusive = small, poorly fitted or top-dose-only effect, or another doubt; inactive = no such curve, though single readings can be large; an effect the other way counts as inactive or inconclusive. An excerpt. The share of hits here may be higher or lower than overall.

entry	structure	TexasRed autofl	Rhodamine autofl	USP2a inh	HEK293 cAMP ctrl	FLuc inh	ERK AVP block
1	O=C(CN1CCC(n2nnc3cc(F)ccc32)CC1)Nc1ccc2c(c1)CCC2	i	i	245%[activator]	20%	2%	0%
2	CCCn1c(C)nc2c(N3CCCN(Cc4ccccc4)CC3)nc(C)nc21	nt	nt	nt	28%	nt	-27%
3	COc1cc(SC)ccc1C(=O)NCCCOC(C)C	i	i	2%	10%	-1%	1%
4	COc1cc2nc(CN(C)CC(=O)Nc3ccc(N4CCOCC4)cc3)[nH]c(=O)c2cc1OC	i	i	19%	-6%	-16%	2%
5	COc1cccc(CNC(=O)Cn2cc3c(n2)CCCCC3)c1	nt	nt	nt	3%	1%	-11%
6	COCC(=O)N1CCC2(CCCN(C(=O)Nc3ccccc3)C2)CC1	i	i	13%	-7%	1%[11.4 µM]	24%
7	CC(O)/C=C/c1cccc[n+]1C (configuration not stated)	i	i	-2%	10%	-3%	-4%
8	C=CCNC(=O)CN1CCC(O)(c2ccc(F)cc2)CC1	i	i	0%	?	6%	0%
9	O=P(COCCO)(c1ccccc1)c1ccccc1	?	i	-6%	5%	-1%	13%
10	O=C(CN1CCCCCC1)Nc1cccc2c1OCO2	i	i	-5%	5%	2%	41%[activator]
11	COc1ccc(C(=O)Nc2ccc(S(=O)(=O)N3CCCCC3)cc2)cc1OC	?	i	38%[activator]	-5%	-4%	-15%
12	C[C@@](N)(Cc1ccc(O)cc1)C(=O)O	?	i	-9%&10%&0%	4%&-13%	-3%&-11%	?
13	Cc1ccc(C)n1C1CCS(=O)(=O)C1 (configuration not stated)	i	i	-2%	-10%	0%	-25%
14	C[C@@H](C(=O)Nc1ccc2ccccc2c1)[C@H]1C[C@]1(C)[C@H](NS(=O)(=O)c1ccc2ccccc2c1)c1ccccc1	nt	nt	nt	4%	nt	6%
15	CC1=CC(=C2C(=O)c3ccccc3C2=O)C=C(C)O1	?	i	2%	-4%	-6%	-12%

entry	Caspase-1 inhib	Tau filament bind	HADH2 inhib	Fluorescein fluor	Casp7 inh
1	-1%	-17%	4%	i	-4%
2	-6%	8%	12%	nt	0%
3	1%	5%	-4%	i	2%
4	-9%	-4%	7%	i	-7%
5	0%	-5%	3%	nt	0%
6	-6%	3%	1%	i	0%
7	0%	7%	-1%	i	-1%
8	2%	-4%	15%	i	2%
9	1%	2%	10%	i	0%
10	-1%	-19%	-5%	i	0%
11	-3%	3%	4%	i	-4%
12	1%&-11%&-4%	1%&-5%	3%&-14%	i	1%&1%&1%
13	-2%	8%	3%	i	-8%
14	1%	30%	-6%	nt	-2%
15	?	-7%	-5%	i	-19%

The list continues:
entry	structure	TexasRed autofl	Rhodamine autofl	USP2a inh	HEK293 cAMP ctrl	FLuc inh	ERK AVP block
16	CCOc1ccccc1NC(=O)Cn1cnc2c(cnn2-c2ccc(C)c(C)c2)c1=O	i	i	27%	9%	3%	?
17	O=C(Nc1ccn(Cc2ccc(Cl)cc2)n1)c1ccc2c(c1)OCO2	i	i	9%	4%	-7%	?
18	CC1CCc2c(sc(N)c2C(N)=O)C1 (configuration not stated)	nt	nt	12%	2%	0%	-19%
19	N#Cc1cccc(-c2nc(N3CCNCC3)c3ccccc3n2)c1	i	i	10%	3%	1%[2.29 µM]	-10%
20	COC(=O)CS(=O)(=O)c1ccc2c(c1)CC(=O)N2	i	i	2%	4%	1%	12%
21	O=C(Nc1ccc2nn(-c3ccccc3)nc2c1)c1cccs1	i	i	14%	13%	-8%	?
22	Cc1cc(C)n2nc(SCc3cc(=O)n4ccccc4n3)nc2n1	?	i	-2%	0%	1%	-6%
23	COc1ccccc1NC(=O)c1cc(S(=O)(=O)N2CCC3(CC2)OCCO3)ccc1F	?	i	8%	16%	-4%	-9%
24	O=S1(=O)N=C2CCCCCN2C(c2ccncc2)N1 (configuration not stated)	i	i	-3%	-6%	2%	-16%
25	N#CC(C(=O)CCN1C(=O)C2CC=CCC2C1=O)c1nc2ccccc2[nH]1 (configuration not stated)	i	i	16%	-14%	-1%	12%
26	COc1cc(SC)ccc1C(=O)N1CCCCCC1	nt	nt	3%	?	1%	-5%
27	N=c1ccn(Cc2ccc(Cl)cc2)cc1	i	i	-1%	13%	-2%	-3%
28	COc1ccc(-c2nnc(SCc3nnc(-c4ccccc4)o3)n2-c2ccccc2)cc1	nt	nt	3%[7.66 µM]	10%[11.4 µM]	-4%	-15%
29	Brc1ccc(-c2nnc3sc(CNC4CCCC4)cn23)cc1	nt	nt	nt	3%	3%	2%
30	CCOC(=O)CCC(=O)OCC(=O)NC(C)C1CC2CCC1C2 (configuration not stated)	?	i	2%	6%	-1%	3%

entry	Caspase-1 inhib	Tau filament bind	HADH2 inhib	Fluorescein fluor	Casp7 inh
16	1%	9%	52%[activator]	i	-1%
17	-3%	-2%	8%	i	0%
18	-2%	?	16µM*	nt	-2%
19	2%	38%	-4%	?	1%
20	-1%	-11%	-7%	i	0%
21	-2%	124%	?	i	-2%
22	2%	-3%	?	i	1%
23	-3%	8%	6%	i	0%
24	0%	4%	0%	i	0%
25	1%	-21%	-20%	?	-3%
26	-3%	-8%	-1%	nt	0%
27	1%	7%	-3%	?	0%
28	-1%	i[11.4 µM]	7%[11.4 µM]	nt	-1%
29	1%	-1%	6%	nt	-1%
30	0%	-2%	3%	?	-1%

Some of the entries so far, with values under each structure.
Each structure is followed by: TexasRed autofl	Rhodamine autofl	USP2a inh	HEK293 cAMP ctrl	FLuc inh	ERK AVP block	Caspase-1 inhib	Tau filament bind	HADH2 inhib	Fluorescein fluor	Casp7 inh
[22] Cc1cc(C)n2nc(SCc3cc(=O)n4ccccc4n3)nc2n1
    ?	i	-2%	0%	1%	-6%	2%	-3%	?	i	1%
[12] C[C@@](N)(Cc1ccc(O)cc1)C(=O)O
    ?	i	-9%&10%&0%	4%&-13%	-3%&-11%	?	1%&-11%&-4%	1%&-5%	3%&-14%	i	1%&1%&1%
[30] CCOC(=O)CCC(=O)OCC(=O)NC(C)C1CC2CCC1C2 (configuration not stated)
    ?	i	2%	6%	-1%	3%	0%	-2%	3%	?	-1%
[24] O=S1(=O)N=C2CCCCCN2C(c2ccncc2)N1 (configuration not stated)
    i	i	-3%	-6%	2%	-16%	0%	4%	0%	i	0%

Next section:
entry	structure	TexasRed autofl	Rhodamine autofl	USP2a inh	HEK293 cAMP ctrl	FLuc inh	ERK AVP block
31	c1ccc2c(CNCCN3CCOCC3)cccc2c1	i	i	-7%	14%	4%	-14%
32	COc1ccc(C(=O)CCN(C)C)c2ccccc12	i	i	nt	4%[11.4 µM]	0%[11.4 µM]	-19%[11.5 µM]
33	COc1ccc(C(=O)CN2C(=O)NC3(CCCc4ccccc43)C2=O)cc1OC (configuration not stated)	i	i	29%	-2%	1%	?
34	Cc1ccccc1NS(=O)(=O)c1cc(C(=O)N2CCCC2)ccc1C	i	i	6%	11%	-5%	-11%
35	O=C(NCc1ccco1)c1nc2ncccn2n1	?	i	-6%	6%	1%	-15%
36	Cc1nnc(C)n1/N=C/c1cccc(Oc2ccccc2)c1	i	i	1%	14%	0%	10%
37	COc1ccc(/C(O)=C2/C(=O)C(=O)N(CCCN(C)C)C2c2ccc(Cl)cc2)cc1OC (configuration not stated)	nt	nt	8%	22%	-2%	-4%
38	Cc1noc(C)c1C(=O)OCC(=O)NCCc1ccc(Cl)cc1	i	i	13%	16%	0%	-1%
39	Cn1c(=O)cc(SCC(=O)NCc2cccnc2)c2ccccc21	i	i	-9%	?	-5%	6%
40	CCN(CC)CCNC(=O)c1cn(CC)c2ccc(S(=O)(=O)N(C)C)cc2c1=O	nt	nt	nt	5%	3%	1%
41	COc1cccc(CNC(=O)c2cc3ccccn3n2)c1	nt	nt	nt	2%	-18%	-21%
42	O=C(CSc1nc2c(c(=O)n1-c1ccc(F)cc1)SCC2)N1CCCC1	i	i	6%	26%	-1%	26%

entry	Caspase-1 inhib	Tau filament bind	HADH2 inhib	Fluorescein fluor	Casp7 inh
31	0%	7%	3%	i	-2%
32	0%[11.5 µM]	-3%[11.4 µM]	?	i	0%[11.5 µM]
33	1%	-8%	-9%	i	1%
34	1%	5%	3%	?	1%
35	3%	-3%	-6%	i	1%
36	-2%	6%	3%	i	3%
37	-5%	7%	-15%	nt	0%
38	0%	0%	-9%	i	0%
39	0%	2%	-10%	i	-2%
40	1%	-3%	-3%	nt	0%
41	0%	1%	4%	nt	-2%
42	-1%	3%	2%	i	-1%
